Screens as filed in PubChem.
MC4R barr agon: activates human MC4R beta-arrestin recruitment | P32245 | U2OS MC4R beta-arrestin complementation, luminescence; percent of melanotan II response, DMSO zero | activation, % at 8.9 µM | 360,000 compounds, 0.98% hits | AID 540308;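 active means activation above a per-plate cutoff, the mean activation of sample wells on that plate plus 3 SD, cut at about 8% in these data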
Target sequence (P32245 whole entry, looked up): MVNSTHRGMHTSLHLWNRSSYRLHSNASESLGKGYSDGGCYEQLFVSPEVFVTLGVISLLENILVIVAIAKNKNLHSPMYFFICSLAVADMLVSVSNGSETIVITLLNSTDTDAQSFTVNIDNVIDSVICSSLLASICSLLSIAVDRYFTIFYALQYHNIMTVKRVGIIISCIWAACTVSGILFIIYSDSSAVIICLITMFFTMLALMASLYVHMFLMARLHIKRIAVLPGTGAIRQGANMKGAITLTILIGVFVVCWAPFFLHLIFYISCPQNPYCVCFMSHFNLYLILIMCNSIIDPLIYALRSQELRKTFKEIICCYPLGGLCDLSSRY
CaV13 FRET inh: Primary screen for inhibitors of IQ motif and Ca2+-dependent inactivation inhibitor domain binding in CACNA1D, Förster resonance energy transfer in living cells, … | inhibition, % at 12.3 µM | 340,000 compounds, 0.098% hits | HEK cells, CFP/YFP FRET ICDI-IQ, plate reader, 10 min; percent FRET-ratio fall versus neutral wells;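 active means mean replicate inhibition of at least 30% and at least 1% of replicates passing that level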;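 further: 0% = median of the neutral control wells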
MC4R antag cAMP: antagonists of human melanocortin 4 receptor (MC4R); MC4R-expressing cells, MTII-stimulated cAMP, LANCE TR-FRET; inhibition, % at 6.5 µM; 360,000 compounds, 0.48% hits;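 active means inhibition above its plate's cutoff, the mean of tested wells on that plate plus 3 SD, cut at about 29% in these data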;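 further: 0% = Melanotan II alone and 100% = Melanotan II plus saturating MCL0020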
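Assay system: U2OS-MC4R stable cell line; Also added: Melanotan II; Technique: Eu-cAMP/anti-cAMP TR-FRET, emission 671 nm; Times: 30-min compound, 1-h challenge, 1-h detection, room temperature.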
N-glyco inh: N-linked glycosylation inhibition | D54 ERlucT glycosylation luciferase reporter, 24 h; percent of 100 nM tunicamycin response | reporter increase, % at 12.5 µM | 360,000 compounds, 0.23% hits;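 active means mean luciferase reporter signal, scaled so untreated is 0 and the glycosylation-blocking control 100, at or above a set limit in every replicate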;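 further: luciferase carries N-glycosylation sites so blocking glycosylation raises the light; 0% = median of neutral control wells and 100% = median of 100 nM tunicamycin wells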
Cardio protect: protects H9c2 cardiomyocytes from peroxide injury; H2O2 injury protection, ATPLite, 2 h; protection from H2O2 cell death, % at 20 µM; 360,000 compounds, 0.63% hits; AID 588492;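 active means compounds giving at least 50% protection of heart cells from peroxide-induced death in the single-dose screen, raw or plate-pattern-corrected value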;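 further: 0% = DMSO wells with peroxide and 100% = DMSO wells without peroxide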
Exocytosis inh: lytic granule exocytosis inhibition | 360,000 compounds, 0.66% hits | AID 651702 | inhibition, % at 10 µM | TALL-104 LAMP-1 surface exposure, flow cytometry; cells stimulated with thapsigargin and PMA;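 active means inhibition above about 55%, limit read from the data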
ABHD5-PLIN5 inh: ABHD5-PLIN5 protein interaction inhibition | Q00G26+Q8WTS1 | Split G. princeps luciferase complementation, luminescence, 4 h | inhibition, % at 4 µM | 360,000 compounds, 0.78% hits | AID 602281;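 active means inhibition above the mean inhibition across every tested compound plus 3 SD, cut at about 22% in these data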;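 further: 0% = DMSO only wells and the 100% control is not disclosed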
PDI inh: inhibitors of human protein disulfide isomerase. P07237. PDI insulin aggregation turbidity, A650, 90 min. inhibition, % at 10 µM. 350,000 compounds, 0.052% hits;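 active means mean inhibition across replicates of 30% or more, whatever share of single replicates reach that level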;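 further: absorbance from insulin aggregation driven by PDI reduction with DTT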
Target sequence (P07237 whole entry, looked up): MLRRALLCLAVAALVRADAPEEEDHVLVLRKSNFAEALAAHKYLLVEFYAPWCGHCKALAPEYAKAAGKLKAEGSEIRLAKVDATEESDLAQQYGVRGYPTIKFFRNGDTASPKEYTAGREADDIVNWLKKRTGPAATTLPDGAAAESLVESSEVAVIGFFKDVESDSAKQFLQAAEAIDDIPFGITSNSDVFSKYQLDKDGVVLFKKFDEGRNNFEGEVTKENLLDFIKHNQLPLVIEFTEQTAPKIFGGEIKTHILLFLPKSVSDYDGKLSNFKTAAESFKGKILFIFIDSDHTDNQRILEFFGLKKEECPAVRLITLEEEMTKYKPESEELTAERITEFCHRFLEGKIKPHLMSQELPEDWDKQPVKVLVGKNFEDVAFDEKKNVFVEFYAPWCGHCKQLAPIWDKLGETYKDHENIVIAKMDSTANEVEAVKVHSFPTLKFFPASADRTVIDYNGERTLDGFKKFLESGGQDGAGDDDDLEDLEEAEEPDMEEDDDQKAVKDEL
m5-HT2A agonist: agonists of mouse serotonin 5-HT2A receptor (HTR2A). P35363. CHO-K1 mHTR2A beta-arrestin complementation, luminescence; percent of 30 µM serotonin response. activation, % at 7.6 µM. 360,000 compounds, 0.66% hits. AID 624169;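 active means activation above a run cutoff, the mean activation of all tested compounds plus 3 SD, cut at about 14% in these data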;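 further: 0% = plate median of compound wells and 100% = 30 µM serotonin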
ABCB6 inh MLPCN: human ABCB6 transporter inhibition | Q9NP58 | K562-ABCB6 porphyrin accumulation, flow cytometry, 1 h; hits give low values | fluorescence ratio to DMSO, % at 10 µM | 360,000 compounds, 0.19% hits | AID 602162;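 active means fluorescence ratio to DMSO below 75%, the collection mean minus 3 SD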;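 further: signal is porphyrin accumulated inside mitochondria; 100% equals median channel fluorescence of DMSO control wells; lower ratio means ABCB6 inhibition with less porphyrin fluorescence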
* hit, by the source's call; · = no result given.

SMILES	MC4R barr agon	CaV13 FRET inh	MC4R antag cAMP	N-glyco inh	Cardio protect	Exocytosis inh	ABHD5-PLIN5 inh	PDI inh	m5-HT2A agonist	ABCB6 inh MLPCN
CCOC(=O)c1c(C)[nH]c(C)c1S(=O)(=O)N1CCN(c2ccc([N+](=O)[O-])cc2)CC1	-1.8	-2	2	-1	-2	0	14	-6	-1	99
O=C(Nc1cccc(C(F)(F)F)c1)c1cc(Br)cc2c1OCC2	-0.7	-5	5	-2	5	-7	0	0	0	102
NS(=O)(=O)c1ccc(CCNC2CC(=O)N(CCc3ccccc3)C2=O)cc1 (stereo unspecified)	0.5	-2	8	3	2	3	7	-3	1	98
COc1ccc(CC(N)c2csc(Nc3cc(NCCCO)ncn3)n2)cc1 (stereo unspecified)	-0.4	-2	-5	-5	14	7	8	14	-8	101
Cc1cc(C(C)(C)C)cc(C)c1Cn1c2[n+](c3ccc(C(F)(F)F)cc31)CCCCC2	17*	0	2	13	-11	16	16	10	2	101
O=C(COc1ccc(Cl)cc1)NCc1nnc(SCC(=O)Nc2ccc(F)cc2F)o1	0.2	-16	2	0	-3	-2	-3	1	0	104
CN(C)S(=O)(=O)c1cccc(NC(=S)NCc2ccc3c(c2)OCO3)c1	-3.0	-2	1	1	-10	-12	-4	-1	-9	100
O=C(c1ccccc1)c1ccc2c(c1)OCCOCCOCCOCCO2	0.8	-1	18	0	0	72*	-1	3	0	99
COc1ccc(NC(=O)c2cccc3ccccc23)cc1OC	-1.0	-5	10	2	-4	-7	6	6	-4	100
Cc1cc(C)cc(NCc2cc(=O)oc3cc(C)c(O)cc23)c1	2.6	-2	4	-1	-6	10	-9	-8	-5	85
O=C(O)CC(Sc1n[nH]c(=S)s1)C(=O)O (stereo unspecified)	-0.7	-5	8	1	3	1	5	3	-1	94
CCN(CC)CCN(C(=O)c1ccc(C(=O)c2ccccc2)cc1)c1nc2ccc(OC)cc2s1	-0.3	-8	5	-5	4	3	11	9	-10	99
COc1ccc(-c2nc(N3CCCC3)[nH]c(=O)c2C#N)cc1	-1.2	2	-3	0	2	-1	4	-5	-1	92
COc1ccc2nc(NC(=O)CN(c3ccc(C)cc3)S(=O)(=O)c3c(C)nn(C)c3C)sc2c1	-1.1	-4	19	-4	16	1	0	1	-2	93
CC(=O)NC(NC(C)=O)c1ccc(N(C)C)cc1	-0.4	-9	8	2	2	0	3	-3	-2	101
CCc1ccccc1NC(=S)N(Cc1cccc(C)c1)c1cccnc1	2.6	-3	0	-1	-4	-1	-11	0	-6	94
O=C(CSc1n[nH]c(-c2cccs2)n1)NC1CCS(=O)(=O)C1 (stereo unspecified)	-0.7	·	0	0	2	-2	-1	3	-2	104
c1ccc(CNc2nc(N3CCN(Cc4ccccc4)CC3)nc3ccccc23)cc1	5.2	-5	3	-5	-13	101*	16	-2	-11	99
COc1ccc(/C=N/NC(=O)COc2ccc3ccccc3c2)c(C(=O)O)c1OC	-1.6	-18	18	1	2	-1	-4	-13	-2	103
COC(=O)C1CCN(c2cc(=O)n(-c3ccccc3Cl)c(=O)[nH]2)CC1	-1.8	-2	11	2	-5	0	3	-2	6	103

Next section (6 carried over from the part before).
SMILES	MC4R barr agon	CaV13 FRET inh	MC4R antag cAMP	N-glyco inh	Cardio protect	Exocytosis inh	ABHD5-PLIN5 inh	PDI inh	m5-HT2A agonist	ABCB6 inh MLPCN
CC(=O)NC(NC(C)=O)c1ccc(N(C)C)cc1	-0.4	-9	8	2	2	0	3	-3	-2	101
CCc1ccccc1NC(=S)N(Cc1cccc(C)c1)c1cccnc1	2.6	-3	0	-1	-4	-1	-11	0	-6	94
O=C(CSc1n[nH]c(-c2cccs2)n1)NC1CCS(=O)(=O)C1 (stereo unspecified)	-0.7	·	0	0	2	-2	-1	3	-2	104
c1ccc(CNc2nc(N3CCN(Cc4ccccc4)CC3)nc3ccccc23)cc1	5.2	-5	3	-5	-13	101*	16	-2	-11	99
COc1ccc(/C=N/NC(=O)COc2ccc3ccccc3c2)c(C(=O)O)c1OC	-1.6	-18	18	1	2	-1	-4	-13	-2	103
COC(=O)C1CCN(c2cc(=O)n(-c3ccccc3Cl)c(=O)[nH]2)CC1	-1.8	-2	11	2	-5	0	3	-2	6	103
COc1ccc(-c2cc(=O)c3cc(C)ccc3[nH]2)cc1	-2.0	-5	-3	-11	-14	0	-6	3	-5	95
c1ccc(-c2sc3ccccc3c2-c2ccc(OCCN3CCCCC3)cc2)cc1	1.1	-6	7	1	-1	0	1	14	-8	100
O=C1CC(N(O)c2ccccc2)C(=O)N1c1ccc(Cl)c(Cl)c1 (stereo unspecified)	-2.3	-12	-2	10	0	3	-10	4	0	90
Cc1cc(OCc2cccc(Cl)c2)c(C)cc1CN1CCOCC1	3.1	-10	11	-1	-18	-3	-3	-6	-7	95
O=C(Nc1ccc(F)cc1F)c1ccc(-n2cccn2)c([N+](=O)[O-])c1	-2.3	-4	11	0	0	-5	2	-2	-4	101
O=C(CCc1nc2ccccc2s1)Nc1cccnc1	-2.5	-4	17	2	1	-2	0	3	6	98
CCN(CC)S(=O)(=O)c1ccc(C(=O)NCCOC(=O)c2ccc(F)cc2F)cc1	-1.1	-7	12	1	11	1	5	0	3	96
CCCCn1c(N)c(N(CCOC)C(=O)COC(=O)COc2ccccc2C#N)c(=O)[nH]c1=O	-2.7	-4	-2	-1	-1	1	8	-5	10	92
COCCNC(=O)C1CCCN(C(=O)Cc2ccc(F)cc2)CC1 (stereo unspecified)	-0.6	-10	-6	2	-3	21	5	0	-1	101
Brc1ccccc1OCCCOc1cccc2cccnc12	1.0	-19	-3	-11	1	-7	-1	8	-5	97
CCCOc1ccc(N2C(=O)CC(N3CCC(C(=O)OCC)CC3)C2=O)cc1 (stereo unspecified)	1.1	·	15	2	-3	0	16	2	-4	101
Nc1c(C(=O)OCC(=O)Nc2ccc(Cl)cc2[N+](=O)[O-])[nH]c(=O)[nH]c1=O	1.2	-4	-10	3	3	-3	3	19	-1	93
COC(=O)c1ccc(-n2cnc(Cl)n2)c(F)c1	0.7	-9	1	2	-7	6	1	-12	5	95
COc1ccc(C2=Nn3c(C)nnc3SC2)cc1	0.7	-15	-1	6	-4	0	-6	-4	6	96
O=C(Nc1ccccc1Cc1ccccc1)C1CC(=O)N(c2ccc3c(c2)OCCO3)C1 (stereo unspecified)	-2.2	-8	3	0	-9	1	6	6	0	100
COc1ccc(NC(=O)CCCc2ccc(OC)c(C)c2)cc1	-1.5	-22	2	0	-1	-4	3	4	0	99
Cc1cccc2cc3c(NC(=O)c4ccccn4)nn(C)c3nc12	13*	·	-3	2	12	0	18	-7	0	106
Cc1cc(C(=O)Nc2ccncc2)c2ccccc2n1	-3.5	·	9	1	4	-4	-3	-4	4	102
OCc1ccc(-c2ccc3nccn3c2)cc1	-1.7	-5	-3	-2	-2	-3	3	-27	6	98
CCOc1cccc(-c2cnc3cccnn23)c1	2.8	-5	1	-9	-6	-5	14	-6	0	93
COC(=O)[C@@]12C[C@@H](CC(=O)N3CCOCC3)C(=O)N(CCc3ccc(OC)c(OC)c3)C1=CCC(C)(C)C2	·	-10	·	·	·	0	-1	·	-2	·
NC(=O)c1cc(-c2ccccc2)sc1NC(=O)Cc1ccc(S(=O)(=O)N2CCOCC2)s1	-1.9	·	19	·	10	-5	17	8	-3	107
O=C(COc1ccc2ccccc2c1)Nc1nccs1	0.3	-3	4	-16	-16	0	2	-3	9	96
O=C(/C=C/c1ccco1)Nc1nnc(-c2ccco2)s1	-5.0	-4	-12	35*	13	4	2	1	4	100
CC(=O)N1CCc2cc(S(=O)(=O)CCC(=O)Nc3ccccc3F)ccc21	-1.0	-15	3	3	0	-3	-5	7	0	94
COc1cccc(OC)c1C(=O)NC(=O)NNc1cc(C(F)(F)F)cc(C)n1	4.6	·	-1	1	1	-1	6	1	0	97
NNc1cc(C(=O)O)ccc1Cl	-2.4	0	10	1	0	-2	-2	6	-3	98
CCOc1cccc(CN2CCN(Cc3ccc(C)o3)C(CCO)C2)c1O (stereo unspecified)	-0.8	-6	2	0	-2	6	6	-1	-1	100
C[C@]1(CC/C(=C/CO)CO)[C@H](C=O)CC[C@@]23COC(=O)C2=CCC[C@@H]31	0.7	·	3	1	-3	-5	3	·	3	101
CCCCCN(C(=O)CCC(=O)OCCOc1cccc(Cl)c1)c1c(N)n(CCCC)c(=O)[nH]c1=O	-2.1	-6	13	0	2	11	3	2	1	99
CCCn1c2ccc(/C(C)=N\O)cc2c2cc(/C(C)=N/O)ccc21	1.9	-2	0	7	-6	3	-3	-4	0	96
O=C(CCCC(=O)NCCc1ccccc1)NCCc1ccccc1	-1.1	-6	-3	1	-3	-3	-2	2	-2	102
COc1ccc(-c2c(-c3ccc(C#N)cc3)oc(=O)c3cc(OC)c(OC)cc23)cc1	-1.6	-5	11	-8	4	-4	-3	3	2	100
COc1cccc(OC)c1OCCN1CCC(C(=O)NC(c2ccc3c(c2)OCO3)c2ccccn2)CC1 (stereo unspecified)	-0.2	-5	-2	-1	8	6	4	-3	-3	94
CC(OC(=O)c1ccccc1Nc1ccc(SC(F)F)cc1)C(N)=O (stereo unspecified)	-1.1	-4	-5	-7	-22	13	-6	1	-2	99
O=C1CC(NCC2CCCO2)C(=O)N1c1ccc(F)cc1 (stereo unspecified)	-2.3	3	3	2	1	2	6	1	4	103
CC(=O)c1nnn(-c2nc(N)nc(N(c3ccccc3)c3ccccc3)n2)c1C	0.5	-4	19	4	11	-4	1	-3	4	96
Cc1c(C(=O)N/N=C/c2cccs2)nc2ccccn12	-0.5	-2	0	-3	6	7	4	5	-2	100
COc1cccc(CN(C)CC(O)COc2cc(Cl)ccc2Cl)c1 (stereo unspecified)	4.8	-20	4	0	-2	-13	4	2	-8	98
S=c1[nH]nc(-c2cccnc2)n1C1CCCCC1	-1.3	·	-5	-1	3	-2	17	-6	0	95
Cc1ccc(CN(c2ccc(C(=O)NCc3ccc4c(c3)OCO4)cc2)S(C)(=O)=O)cc1	7.1	-6	14	-4	5	3	0	-4	-4	101
Cn1nnnc1SC1CC(=O)N(c2ccccc2)C1=O (stereo unspecified)	-2.1	-2	18	1	-19	45	8	0	3	103
CCN(CC(=O)Nc1c(F)cccc1F)C(=O)CCCN1C(=O)c2cccc3cccc(c23)C1=O	-0.7	-12	5	0	4	-4	-3	20	4	99
Cn1c(/C(C#N)=C/c2ccc(O)cc2)nc2ccccc21	-4.6	-3	-2	4	-2	-7	-1	0	-2	97
O=C(c1cc(-c2cccc(Cl)c2)nc2ccccc12)N1CCCC1	-3.0	-3	3	-1	3	15	6	-7	3	97
Cc1cc(N2CCN(c3ccccc3F)CC2)nc2cc(O)ccc12	3.5	·	-10	1	-7	26	-1	11	-7	85
O=[N+]([O-])c1cc2oc3c(c2c(C=NCc2ccccc2)c1O)CCCC3	-0.2	-10	18	2	61*	12	6	-6	-8	108
